KCNQ1 inh – human KCNQ1 channel inhibition; CHO-K1 KCNQ1, FluxOR thallium flux fluorescence; active compounds read high; B-score at 10 µM; 1.3% of 310,000 active; AID 2642;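 active = compounds whose thallium flux B-score, printed positive for inhibition, exceeds three library SD while starting fluorescence stays within three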;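 also: channel opened by potassium depolarization with thallium stimulus after 20 min compound exposure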
TRPC4 PAM – TRPC4 (mouse) allosteric potentiation; B-score at 10 µM; 0.42% of 310,000 active; HEK293 TRPC4beta/mu-opioid, DAMGO EC20, Fluo-4 Ca2+ flux; active compounds read high;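 active = B-score of calcium response area above 5 SD of library B-scores, with initial fluorescence ratio within 5 SD of library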;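 also: B-score of integrated fluorescence ratio over time as area under calcium response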
TRPC4 agonist – activators of mouse TRPC4 channel; HEK293 TRPC4beta/mu-opioid, Fluo4 calcium fluorescence; active compounds read high; B-score at 10 µM; 0.49% of 310,000 active;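 active = B-score above 5 SD of library B-scores, and initial fluorescence ratio not above library mean plus 5 SD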;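 also: positive B-score marks a calcium rise read as TRPC4 activation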
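Technique: kinetic Fluo4 calcium fluorescence; Test system: TRPC4beta and mu-opioid receptor HEK293 stable cells; Measure: B-scored integrated calcium fluorescence ratio; Benchmarks: low control buffer alone, high control maximal DAMGO; Schedule: 45 min room-temperature Fluo4 loading, 110 s read.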
HDAC3 inhib – blocks human histone deacetylase 3; 0.15% of 320,000 active; O15379; AID 2718; inhibition, % at 8.3 µM; recombinant HDAC3, fluorogenic peptide/trypsin coupled, fluorescence; in the data active = inhibition above about 26%, passing the limit was not always enough
Target sequence (O15379 whole entry, looked up): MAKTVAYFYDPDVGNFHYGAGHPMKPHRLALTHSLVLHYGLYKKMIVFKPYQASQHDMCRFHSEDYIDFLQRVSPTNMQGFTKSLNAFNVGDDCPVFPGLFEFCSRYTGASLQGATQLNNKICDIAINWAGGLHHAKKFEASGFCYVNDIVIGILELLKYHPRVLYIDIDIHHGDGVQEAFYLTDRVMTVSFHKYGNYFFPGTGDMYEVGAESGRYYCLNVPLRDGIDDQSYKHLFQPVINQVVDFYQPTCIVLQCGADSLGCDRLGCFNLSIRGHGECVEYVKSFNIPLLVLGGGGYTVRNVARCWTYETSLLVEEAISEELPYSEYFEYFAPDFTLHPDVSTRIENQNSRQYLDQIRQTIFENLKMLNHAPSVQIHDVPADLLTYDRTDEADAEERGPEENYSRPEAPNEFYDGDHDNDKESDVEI
KCNQ1 act – potentiates or activates the human KCNQ1 potassium channel; CHO-K1 KCNQ1, thallium flux FluxOR fluorescence; active compounds read high; 0.35% of 310,000 active; P51787; B-score at 10 µM;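 active = fluorescence ratio B-score, a plate-corrected score, at least three library SD, with initial intensity B-score within 5 SD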
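Assay system: CHO-K1 cells stably expressing KCNQ1. Medium: assay buffer for compound exposure, DMSO matched across wells. Timing: 37 °C overnight plating, 90-min dark dye load, 20-min compound pretreatment. Signal: kinetic FluxOR fluorescence, 10 s baseline plus 110 s post-stimulus.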
TMEM16A act – mouse TMEM16A channel activation, primary screen. 0.3% of 340,000 active. HEK293 TMEM16A/YFP-H148Q/I152L, iodide quench fluorescence; active compounds read low. B-score at 10 µM. AID 623877;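 active = fluorescence-ratio B-score plate-corrected deviation score at least 3 library SD below zero, with starting fluorescence score within 5 deviations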;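 also: channel opened by trigger with iodide after compound preincubation; score built on the fluorescence ratio of max minus min over baseline; more negative score means more quench and so TMEM16A activation or potentiation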
TMEM16A inh – mouse TMEM16A channel inhibition, primary screen | 1.2% of 310,000 active | normalized B-score (activity score, 25-100; higher = stronger inhibition) at 10 µM | HEK293 TMEM16A/YFP iodide influx fluorescence, ionomycin | Q8BHY3;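 active = ratio plate-corrected score three or more library SD toward inhibition, starting fluorescence score within five deviations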;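 also: score derived from kinetic fluorescence span divided by baseline fluorescence per well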
hERG protect – compounds protecting human hERG from proarrhythmic drug block; activation (rescue from dofetilide block), less the hit threshold, % at 10 µM; 0.51% of 310,000 active; Q12809; CHO-hERG, FluxOR thallium flux, dofetilide IC70 present;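 active = activation above the mean of controls blocked by dofetilide plus 5 SD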;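 also: thallium influx through hERG after potassium depolarization seen as dye fluorescence rise; in these data hits start at about 4.7%; inactives centre near -7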
KCNK9 block – inhibitors of human KCNK9 two-pore domain potassium channel; B-score at 10 µM; Q9NPC2; HEK293 KCNK9, FluxOR thallium flux fluorescence; active compounds read low; 1.2% of 310,000 active; AID 488922;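 active = ratio B-score over 3 SD below the library mean, with starting fluorescence within 5 SD of its mean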;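 also: negative B-score means less thallium flux so channel inhibition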
Target sequence (Q9NPC2 whole entry, looked up, the tested form may be a part): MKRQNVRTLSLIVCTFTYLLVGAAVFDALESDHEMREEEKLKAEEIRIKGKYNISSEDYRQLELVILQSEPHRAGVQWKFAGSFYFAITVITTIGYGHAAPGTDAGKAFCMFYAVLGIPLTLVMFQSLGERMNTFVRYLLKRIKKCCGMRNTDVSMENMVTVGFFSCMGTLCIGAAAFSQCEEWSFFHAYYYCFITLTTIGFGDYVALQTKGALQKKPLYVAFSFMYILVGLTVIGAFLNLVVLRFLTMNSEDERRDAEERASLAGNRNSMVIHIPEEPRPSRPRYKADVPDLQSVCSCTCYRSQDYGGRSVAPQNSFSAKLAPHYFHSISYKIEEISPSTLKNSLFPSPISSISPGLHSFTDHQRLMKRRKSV
KCNK3 block – human KCNK3 channel inhibition, primary screen; O14649; CHO-KCNK3 thallium flux, FluxOR fluorescence; active compounds read low; B-score at 10 µM; 0.84% of 340,000 active; AID 602410;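 active = B-score under library mean minus 4 SD, starting fluorescence ratio at most library mean plus 5 SD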;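 also: more negative B-score means stronger inhibition of thallium flux through KCNK3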
DYRK1A inh – inhibitors of rat Dyrk1A kinase | inhibition, % at 12.5 µM | 0.43% of 310,000 active | ADP-Glo luminescence, NFATc1 peptide; in the data active = inhibition above about 50%;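 also: plate controls were vehicle with enzyme for no effect and no enzyme for full effect; many of its hits are not listed in these tables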
The depositor's hits bear a star; i = inactive; . = not tested or not shown. Not all compounds are listed. The share of hits here may be higher or lower than overall.

Value order: TRPC4 PAM	hERG protect	KCNQ1 inh	TMEM16A inh	HDAC3 inhib	DYRK1A inh	KCNK3 block	KCNQ1 act	TRPC4 agonist	TMEM16A act	KCNK9 block
1. Cc1ccc(C)c(N2CCN(S(=O)(=O)c3c(C)[nH]c(C)c3C(=O)N3CCCC3)CC2)c1
    i	-9.3	i	i	0.6	-8.5	i	i	i	i	i
2. COCCn1nnnc1C(c1ccc(OC)c(OC)c1)N1CCN(C(=O)c2ccco2)CC1 (stereo not given)
    i	0.6	i	i	4.8	-6.1	i	i	i	i	i
3. CCCc1nc2sc3c(=O)n(N)cnc3c2c2c1COC(C)(C)C2
    i	-2.6	i	i	1.8	.	.	i	i	.	i
4. O=C(COc1ccc(C(=S)N2CCOCC2)cc1)Nc1ccccc1C(F)(F)F
    i	-11.7	i	i	1.6	2.9	i	i	i	i	i
5. O=C1NC(c2ccccn2)Nc2sc3c(c21)CCC3 (stereo not given)
    i	-9.0	i	i	5.4	4.4	i	i	i	i	i
6. COCCCNC(=O)c1ccc([N+](=O)[O-])cc1
    i	-6.8	i	i	-0.3	1.7	i	i	i	i	i
7. O=C(Cn1nc(-c2cccc([N+](=O)[O-])c2)c2ccccc2c1=O)NCC1CCCO1 (stereo not given)
    i	-12.0	i	i	6.1	0.5	i	i	i	i	i
8. CCc1nnc(NC(=O)c2cccc(NC(=O)C(C)C)c2)s1
    i	-15.0	i	i	-3.6	-1.2	i	i	i	i	i
9. CCOc1ccccc1CNS(=O)(=O)c1ccc2c(c1)oc(=O)n2C
    i	-2.3	i	i	-4.1	-3.9	i	i	i	i	i
10. Cn1cc(CNC(=O)c2ccc(OC3CCN(Cc4ccccn4)CC3)cc2)cn1
    i	-7.9	i	i	.	-1.9	i	i	i	i	i
11. O=C(CSc1nnc2ccc(-c3ccc(F)cc3)nn12)N1CCCC1
    i	-3.7	i	i	-9.1	-3.1	i	i	i	i	i
12. CS(=O)(=O)N1CCC(C(=O)Nc2ccc(Cl)c(Cl)c2)CC1
    i	-10.1	i	i	-2.5	4.1	i	i	i	i	i
13. CS(=O)(=O)c1ccc(Cl)c(NC(=O)CCNC(=O)c2ccco2)c1
    i	-8.6	i	i	-6.4	-6.6	i	i	i	i	i
14. Nn1c(SCC(=O)N2CCOCC2)nnc1-c1ccco1
    i	-11.0	i	i	-1.8	-6.1	i	i	i	i	i
15. Cc1cc(=O)n2c3c(cccc13)CCC2
    i	-10.0	i	i	2.6	1.0	i	i	i	i	i
16. CCCC(=O)Nc1ccc(-c2nc3cc(C)c(C)cc3o2)c(O)c1
    i	-9.1	i	i	-1.3	-5.1	i	i	i	i	i
17. Cc1ccc(NC(=O)COC(=O)C2CSC3(C)CCC(=O)N23)cc1S(=O)(=O)N1CCOCC1 (stereo not given)
    i	-3.9	i	i	-0.9	-6.4	i	i	i	i	i
18. Cc1ccc(NC(=O)CSc2nnc(-c3ccncc3)o2)cc1C
    i	-1.3	i	i	-2.8	-1.3	i	i	i	i	i
19. CCN(CC(=O)Nc1ccc(NC(C)=O)cc1)C(=O)CCN1C(=O)c2cccc([N+](=O)[O-])c2C1=O
    i	-8.6	i	i	-6.8	-5.7	i	i	i	i	i
20. Cc1noc(C)c1-c1nc(CSc2ccccc2)no1
    i	-10.2	i	i	-3.4	3.6	i	i	i	i	i
21. COC(=O)c1cc(-c2ccccc2)n(CC(=O)O)c1C
    .	.	.	i	0.9	-3.4	i	.	.	i	.
22. CCN1C(c2ccccc2)C(C)C(=O)C(C)C1c1ccccc1 (stereo not given)
    i	-11.4	8*	i	16.2	-5.4	i	i	i	i	i
23. COC(=O)c1ccc2c(=O)[nH]c(CN3c4ccccc4CC3C)nc2c1 (stereo not given)
    i	-1.0	i	i	-18.6	2.5	i	i	i	i	i
24. CC(C)N(CC#CCC1(O)c2ccccc2-c2ccccc21)CCO
    i	-9.3	i	i	-0.6	-8.4	i	i	i	i	i
25. O=C(NC(=S)Nc1cccnc1Cl)c1ccco1
    i	-5.5	i	i	3.7	5.6	i	i	i	i	i
26. O=C(N/N=C/c1cccnc1)c1ccc(NC(=O)c2ccccc2Cl)cc1
    i	-11.2	i	i	2.0	5.1	i	i	i	i	i
27. Cc1cc(C)n(-c2ccc(C(=O)OCC(=O)NCc3ccc(Cl)cc3)cc2)n1
    i	-11.8	i	i	2.3	-2.9	i	i	i	i	i
28. O=C(OCC(=O)N1CCN(C(=O)COC(=O)c2ccncc2)CC1)c1ccncc1
    i	-10.9	i	i	.	0.1	i	i	i	i	i
29. CN1CCN(C(=O)c2cc(=O)c3cc(Cl)cc(Cl)c3o2)CC1
    i	-0.4	i	i	-4.2	1.9	i	i	i	i	i
30. O=S(=O)(c1ccc(NC(=S)NCc2ccc(F)cc2)cc1)N1CCOCC1
    i	-11.9	i	i	4.8	0.7	i	i	i	i	i

Continued, overlapping the part above by two compounds.
Value order: TRPC4 PAM	hERG protect	KCNQ1 inh	TMEM16A inh	HDAC3 inhib	DYRK1A inh	KCNK3 block	KCNQ1 act	TRPC4 agonist	TMEM16A act	KCNK9 block
29. CN1CCN(C(=O)c2cc(=O)c3cc(Cl)cc(Cl)c3o2)CC1
    i	-0.4	i	i	-4.2	1.9	i	i	i	i	i
30. O=S(=O)(c1ccc(NC(=S)NCc2ccc(F)cc2)cc1)N1CCOCC1
    i	-11.9	i	i	4.8	0.7	i	i	i	i	i
31. Cc1csc(SCC(=O)NCc2cccs2)n1
    i	-0.1	i	i	0.5	1.9	i	i	i	i	i
32. CC(O)(CS(=O)(=O)Cc1ccccc1)c1ccc(Cl)cc1 (stereo not given)
    i	1.6	i	i	-4.0	3.0	i	i	i	i	i
33. COC(=O)C1CN(C(=O)C(C)Oc2cc(C)ccc2C(C)C)c2ccccc2O1 (stereo not given)
    i	-6.1	i	i	22.2	2.0	i	i	i	i	i
34. Cc1cc(C)c2c(n1)sc1c(=O)n(Cc3ccccc3Cl)nnc12
    i	-4.9	i	.	.	0.5	i	i	i	i	i
35. COc1ccc(-c2ccc(/C=N/NC(=O)c3cccnc3)o2)c([N+](=O)[O-])c1
    i	16.5*	i	.	.	0.7	i	i	i	i	i
36. O=C(C1CCCC1)N1CCN(S(=O)(=O)c2ccc(Cl)cc2)CC1
    i	-3.9	i	i	-0.1	-2.5	i	i	i	i	i
37. Cc1ccc(NC(=S)NC(=O)c2ccc(-c3ccc(Cl)cc3)o2)c(O)c1
    i	-8.9	i	i	-1.5	0.4	i	i	i	i	i
38. CC1CCN(c2nc3c(c(=O)n(C)c(=O)n3C)n2CCSc2nc3ccccc3o2)CC1
    i	-10.9	i	.	.	.	.	i	i	.	i
39. NC(=O)CN1CCN(C(=O)NC2CCCCC2)CC1
    i	-9.3	i	i	0.9	7.5	i	i	i	i	i
40. COC(=O)CN1C(=O)c2cccc3cccc1c23
    i	-8.8	i	i	-5.0	14.1	i	i	i	i	i
41. Cc1n(CC(O)COCc2ccccc2)c2ccccc2[n+]1C (stereo not given)
    i	-7.7	i	i	5.8	0.3	i	i	i	i	i
42. COc1ccc(C(=O)NC(=S)NNC(=O)CNC(=O)C2CCCCC2)cc1
    i	-10.6	i	i	4.7	.	i	i	i	i	i
43. CN(C)c1ccc(NC(=O)COC(=O)c2cc(Cl)ccc2[N+](=O)[O-])cc1
    i	-10.4	i	i	1.5	4.5	i	i	i	i	i
44. Oc1c(C=NCc2ccc(F)cc2)[nH]c2ccc(Br)c(Cl)c12
    i	-16.1	i	i	0.6	.	.	i	i	.	i
45. CCOC(=O)c1c(NC(=O)C2C3CCC(O3)C2C(=O)O)sc(C)c1-c1ccc(F)cc1 (stereo not given)
    i	-3.6	i	i	-4.5	1.2	i	i	i	i	i
46. COc1ccc(OC)c(Nc2nc(N)nc(CCl)n2)c1
    i	-6.6	i	i	0.9	38.0	i	i	i	i	i
47. CN(C)/C=C/C(=O)c1ccn(S(=O)(=O)c2ccccc2)c1
    i	-5.6	i	i	4.2	-1.8	i	i	i	i	i
48. Cn1cnnc1SC(C(=O)c1ccccc1)c1ccccc1 (stereo not given)
    i	-4.8	i	i	-3.0	3.6	i	i	i	i	i
49. CCOC(=O)/C(C#N)=C/c1c(N2CCN(C)CC2)nc2ccccn2c1=O
    i	-7.3	i	i	4.3	-2.6	i	i	i	i	i
50. S=C1Nc2ccccc2Sc2ccc(Cl)cc21
    i	-6.4	i	i	15.6	-3.9	i	i	i	i	i
51. Cc1nc2c(c(=O)n1CCC1=CCCCC1)c1nc3ccccc3nc1n2/N=C/c1ccccc1
    i	-8.6	i	i	2.7	-0.6	i	i	i	i	i
52. Cc1onc(-c2c(F)cccc2Cl)c1C(=O)NC1CC1
    i	-3.7	i	i	-5.9	.	i	i	i	i	i
53. CC(=O)O[C@@H]1C[C@H]2C(C)=C[C@H]3OC(=O)[C@@H](C)[C@H]3C[C@H]2[C@]1(C)O
    i	3.6	i	i	-3.3	.	i	i	i	i	i

By substructure, the compounds so far containing an aryl thioether with sulfur outside any ring (7)
Value order: TRPC4 PAM	hERG protect	KCNQ1 inh	TMEM16A inh	HDAC3 inhib	DYRK1A inh	KCNK3 block	KCNQ1 act	TRPC4 agonist	TMEM16A act	KCNK9 block
11. O=C(CSc1nnc2ccc(-c3ccc(F)cc3)nn12)N1CCCC1
    i	-3.7	i	i	-9.1	-3.1	i	i	i	i	i
14. Nn1c(SCC(=O)N2CCOCC2)nnc1-c1ccco1
    i	-11.0	i	i	-1.8	-6.1	i	i	i	i	i
18. Cc1ccc(NC(=O)CSc2nnc(-c3ccncc3)o2)cc1C
    i	-1.3	i	i	-2.8	-1.3	i	i	i	i	i
20. Cc1noc(C)c1-c1nc(CSc2ccccc2)no1
    i	-10.2	i	i	-3.4	3.6	i	i	i	i	i
31. Cc1csc(SCC(=O)NCc2cccs2)n1
    i	-0.1	i	i	0.5	1.9	i	i	i	i	i
38. CC1CCN(c2nc3c(c(=O)n(C)c(=O)n3C)n2CCSc2nc3ccccc3o2)CC1
    i	-10.9	i	.	.	.	.	i	i	.	i
48. Cn1cnnc1SC(C(=O)c1ccccc1)c1ccccc1 (stereo not given)
    i	-4.8	i	i	-3.0	3.6	i	i	i	i	i
